Screening results as filed in PubChem.
GSK3B inh: blocks human GSK3beta kinase activity; P49841; GST-GSK3beta kinase, ADP-Glo luminescence, 60 min; stronger effect = lower value; activity score (negative = inhibition), % at 10 µM; hit rate 0.038% among 300,000; AID 2097;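 active means more than half of replicate wells score below -50%, meaning over 50% inhibition versus plate controls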;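 further: 0% = median DMSO wells and -100% = median GW8510 positive control wells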
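Test system – GST-tagged human GSK3beta kinase, cell-free · Incubation – 60 min enzyme reaction, room temperature · Signal – ADP-Glo luminescence · Also added – peptide substrate and ATP at 25 µM · Controls – DMSO neutral wells and GW8510 at 20 µM as positive · Buffer or medium – Tris/MgCl2 kinase buffer · Measure – Luminescence-derived activity versus plate DMSO and GW8510 wells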
hERG rescue: shields human hERG channel from block by proarrhythmic agents | Q12809 | CHO-hERG, FluxOR thallium flux, dofetilide IC70 present | activation (rescue from dofetilide block), less the hit threshold, % at 10 µM | hit rate 0.51% among 310,000;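 active means activation above the mean of controls blocked by dofetilide plus 5 SD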;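 further: thallium influx through hERG after potassium depolarization seen as dye fluorescence rise; in these data hits start at about 4.7%; inactives centre near -7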
HDAC3 inhib: blocks human histone deacetylase 3 | inhibition, % at 8.3 µM | recombinant HDAC3, fluorogenic peptide/trypsin coupled, fluorescence | hit rate 0.15% among 320,000 | O15379; in the data active means inhibition above about 26%, passing the limit was not always enough
Target sequence (O15379 whole entry, looked up): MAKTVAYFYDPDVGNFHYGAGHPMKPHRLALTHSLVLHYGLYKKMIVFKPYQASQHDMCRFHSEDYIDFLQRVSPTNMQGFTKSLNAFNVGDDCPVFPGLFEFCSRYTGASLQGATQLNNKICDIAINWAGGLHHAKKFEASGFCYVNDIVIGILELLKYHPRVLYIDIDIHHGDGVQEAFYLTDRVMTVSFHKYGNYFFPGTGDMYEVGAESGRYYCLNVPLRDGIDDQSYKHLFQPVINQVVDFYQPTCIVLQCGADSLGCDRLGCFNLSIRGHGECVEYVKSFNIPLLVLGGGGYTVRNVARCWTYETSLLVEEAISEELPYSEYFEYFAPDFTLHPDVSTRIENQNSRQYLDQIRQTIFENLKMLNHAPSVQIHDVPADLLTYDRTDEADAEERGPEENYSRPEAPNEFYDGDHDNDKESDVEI
KCNQ1 act: human KCNQ1 channel potentiation or activation; P51787; CHO-K1 KCNQ1, thallium flux FluxOR fluorescence; stronger effect = higher value; B-score at 10 µM; hit rate 0.35% among 310,000;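 active means fluorescence ratio B-score, a plate-corrected score, at least three library SD, with initial intensity B-score within 5 SD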
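Medium – assay buffer, equal DMSO in all wells · Material – CHO-K1 cell line with stable KCNQ1 potassium channel expression · Signal – kinetic FluxOR thallium fluorescence, 10-s 1-Hz baseline, 110-s post-stimulus read · Compound – single concentration per compound, DMSO matched to controls · Schedule – 37 °C overnight plating, 90-min dark dye load, 20-min compound pretreatment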
KCNQ1 inh: human KCNQ1 channel inhibition; P51787; CHO-K1 KCNQ1, FluxOR thallium flux fluorescence; stronger effect = higher value; B-score at 10 µM; hit rate 1.3% among 310,000; AID 2642;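 active means compounds whose thallium flux B-score, printed positive for inhibition, exceeds three library SD while starting fluorescence stays within three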;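 further: channel opened by potassium depolarization with thallium stimulus after 20 min compound exposure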
PolyA inhibitor: blocks polyadenylation in yeast reporter cells | S. cerevisiae SKY197-pL101 polyadenylation reporter, beta-gal luminescence; efflux-impaired pdr1/pdr3 knockout yeast; score 100 = 6 SD above DMSO | calls only at 12 µM | hit rate 0.02% among 300,000 | AID 1875;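 active means lowest replicate activity score at least 50, where 100 means six control SD above control mean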;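 further: yeast exposed to compound for 9 h at 30 °C; higher score means more reporter readthrough which indicates perturbed polyadenylation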
KCNK9 block: blocks the human KCNK9 two-pore domain potassium channel; Q9NPC2; HEK293 KCNK9, FluxOR thallium flux fluorescence; stronger effect = lower value; AID 488922; hit rate 1.2% among 310,000; B-score at 10 µM;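 active means ratio B-score over 3 SD below the library mean, with starting fluorescence within 5 SD of its mean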;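 further: negative B-score means less thallium flux so channel inhibition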
Target sequence (Q9NPC2 whole entry, looked up, the tested form may be a part): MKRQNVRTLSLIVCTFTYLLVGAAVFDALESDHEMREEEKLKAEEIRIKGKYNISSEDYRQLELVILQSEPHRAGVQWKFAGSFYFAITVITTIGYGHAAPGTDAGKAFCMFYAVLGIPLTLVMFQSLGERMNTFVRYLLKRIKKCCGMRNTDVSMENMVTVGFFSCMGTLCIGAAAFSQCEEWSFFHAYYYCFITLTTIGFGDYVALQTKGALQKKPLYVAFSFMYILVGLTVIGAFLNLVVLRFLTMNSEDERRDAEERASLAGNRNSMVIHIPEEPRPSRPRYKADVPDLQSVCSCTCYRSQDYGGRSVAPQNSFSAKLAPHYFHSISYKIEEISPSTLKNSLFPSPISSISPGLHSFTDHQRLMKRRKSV
KCNK3 inh: human KCNK3 channel inhibition, primary screen. O14649. CHO-KCNK3 thallium flux, FluxOR fluorescence; stronger effect = lower value. B-score at 10 µM. hit rate 0.84% among 340,000. AID 602410;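 active means B-score under library mean minus 4 SD, starting fluorescence ratio at most library mean plus 5 SD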;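 further: more negative B-score means stronger inhibition of thallium flux through KCNK3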
RGS4 pot: potentiators or activators of RGS4; HEK293 M3R/inducible RGS4, carbachol calcium flux Fluo4; stronger effect = lower value; B-score at 10 µM; hit rate 0.92% among 310,000; AID 463111;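 active means B-score of the integrated calcium signal more than 4 SD below the library mean, with starting fluorescence not abnormally high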;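 further: negative B-score means reduced calcium response which marks RGS4 activation or potentiation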
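Material: M3R-expressing HEK293 line, RGS4 induced by doxycycline | Schedule: Overnight RGS4 induction, 30 min dye load 37 °C, 20 min compound RT | Measured by: Fluo4 fluorescence kinetic imaging of calcium | Read-out: Integrated calcium ratio converted to B score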
DYRK1A inh: inhibitors of rat Dyrk1A kinase | ADP-Glo luminescence, NFATc1 peptide | inhibition, % at 12.5 µM | hit rate 0.43% among 310,000; in the data active means inhibition above about 50%;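 further: plate controls were vehicle with enzyme for no effect and no enzyme for full effect; many of its hits are not listed in these tables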
GSK3 alpha inh: inhibitors of human GSK-3 alpha kinase; P49840; ADP-Glo luminescence, 60 min; inhibition, % at 10 µM; hit rate 0.1% among 320,000; AID 2650;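 in the data active means inhibition above about 50%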;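 further: GST-tagged GSK-3 alpha with peptide substrate and 25 µM ATP; 0% = DMSO neutral wells and 100% = GW8510 positive control wells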
Numbers without * were called inactive; i = inactive; nt = not tested or not shown. These rows are one share of the data; count on the stated rates, not on these rows.

SMILES | GSK3B inh | hERG rescue | HDAC3 inhib | KCNQ1 act | KCNQ1 inh | PolyA inhibitor | KCNK9 block | KCNK3 inh | RGS4 pot | DYRK1A inh | GSK3 alpha inh
CCNC(=S)N/N=C/c1c(Cl)cccc1Cl | -2 | -5 | -4 | i | i | i | i | i | i | 0 | -3
CCC1CN(C(=O)N2CCC(C(=O)NCCc3ccccc3OC)CC2)c2ccccc2O1 (configuration not stated) | 0 | -16 | -2 | i | i | i | i | i | i | -1 | 0
O=C(COc1ccccc1)Nc1ccc(N2CCN(C(=O)c3cccs3)CC2)cc1 | 1 | -9 | 0 | i | i | nt | i | i | i | -1 | -1
COc1ccc(NC(=O)CN(C)CC(=O)Nc2ccc(Cl)c(S(=O)(=O)N(C)C)c2)cc1 | 5 | -10 | 2 | i | i | i | i | i | i | nt | -1
CCCN1CCN(CC(=O)Nc2nncs2)CC1 | 1 | -10 | 5 | i | i | i | i | i | i | nt | -2
CCn1c(CC(=O)Nc2cccc(OC)c2)nnc1SCC(=O)Nc1nccs1 | -2 | -3 | 3 | i | i | i | i | i | i | -3 | 1
O=C(CSc1ncccn1)NCCC1=CCCCC1 | -4 | -11 | -5 | i | i | i | i | i | i | 3 | -3
CCOC(=O)c1sc2ncn(C(C)C(=O)OCC)c(=O)c2c1C (configuration not stated) | 1 | -4 | 7 | i | i | i | i | i | i | 2 | 3
COC(=O)c1cc(NC(=O)CSc2nncn2C)cc(C(=O)OC)c1 | 1 | -9 | -1 | i | i | i | i | i | i | -7 | -2
COc1nccnc1NS(=O)(=O)c1ccc(NCc2ccccc2O)cc1 | 3 | -7 | 6 | i | i | i | i | i | i | -1 | -2
CC1CCCCN1C(=O)CSc1nc2c(c(=O)n(C)c(=O)n2C)n1C (configuration not stated) | 0 | -9 | -7 | i | i | i | i | i | i | -1 | 0
O=C(CCN1CCOCC1)N1CCCC(Nc2cccc(F)c2)C1 (configuration not stated) | 0 | -7 | 4 | i | i | i | i | i | i | -3 | -1
CCOC(=O)c1[nH]c(C)c(C(=O)NCc2ccc(OC)cc2)c1C | -26 | -7 | 4 | i | i | i | i | i | i | -16 | -2
CCn1c(SCC(=O)NCCc2ccc(OC)c(OC)c2)nc2c1c(=O)n(C)c(=O)n2C | 4 | -8 | 2 | i | i | i | i | i | i | -3 | -3
O=C(NNS(=O)(=O)c1ccccc1F)c1ccccc1-n1cccc1 | 5 | -9 | 2 | i | i | i | i | i | i | -2 | 0
O=S(=O)(N/N=C/c1c(F)cccc1Cl)c1ccccc1 | 2 | -6 | -3 | i | i | i | i | i | i | 1 | -6
O=C(c1ccc(-n2cccc2)cc1)N1CCCCC1 | 0 | 0 | nt | i | i | i | i | i | i | nt | nt
Cc1ccc(S(=O)(=O)CCC(=O)OCC(=O)N(C)CC(=O)Nc2ccc(F)cc2)cc1 | 2 | -8 | 10 | i | i | i | i | i | i | 4 | -1
Brc1cc2c(cc1Cn1c(-c3cncs3)nc3ccccc31)OCO2 | 2 | -7 | 2 | i | i | i | i | i | i | 0 | -2
O=C(Cn1nc([N+](=O)[O-])nc1Br)NC(c1ccccc1)c1ccccc1 | 1 | -3 | 2 | i | i | i | i | i | i | 2 | -2
O=[N+]([O-])c1cccc(N/N=C/c2cccc3ccccc23)c1 | -2 | -10 | nt | i | i | i | i | i | i | -2 | 2
O=C(Nc1ccncc1)c1cccc(S(=O)(=O)N2CCc3ccccc32)c1 | -3 | -23 | 0 | i | i | i | i | i | i | 1 | 2
CCCCOC(=O)CCNc1n[nH]c(=O)[nH]c1=O | -4 | 1 | 0 | i | i | i | i | i | i | 2 | -4
O=C(C1CCC1)N1CCCc2cc(S(=O)(=O)N3CCN(c4ccccc4)CC3)ccc21 | -3 | -6 | 13 | i | i | i | i | i | i | -9 | 0
O=C(/C=C/c1ccccn1)c1cc(Cl)cc(Cl)c1O | -9 | -8 | nt | i | i | i | i | i | i | 10 | -2
COC(=O)NC(C)N1C(=O)C2C3C=CC(C3)C2C1=O (configuration not stated) | -2 | 1 | -11 | i | i | i | i | i | i | 3 | -1
Cc1cccc(NC(=O)c2nc[nH]c2C(=O)Nc2ccccc2[N+](=O)[O-])c1 | -4 | -12 | 3 | i | i | i | i | i | i | -6 | 3
COc1ccc2c(c1)c(C(=O)CN1CCCCC1)c(C)n2C | -6 | -4 | 3 | i | i | i | i | i | i | 4 | -3
Cc1cc2nc(-c3ccc[nH]c3=O)n(Cc3ccc(F)cc3)c2cc1C | 1 | -11 | 2 | i | i | i | i | i | i | -2 | 0
Cc1nn2c(-c3ccc(F)cc3)ccnc2c1Br | -2 | -6 | -2 | i | i | i | i | i | i | 2 | 1
Cc1cc(C)n2nc(SCC(=O)NC(=O)NCc3ccco3)nc2n1 | 0 | -2 | -1 | i | i | i | i | i | i | -3 | 0
CCOC(=O)c1cc(-c2ccccc2)sc1NC(=O)CN1C(=O)NC(CC)(c2ccccc2)C1=O (configuration not stated) | 1 | -12 | 3 | i | i | i | i | i | i | -5 | 0
Cc1cc(C)n(-c2nnc(NCc3ccc(Cl)cc3)nn2)n1 | 3 | -11 | 3 | i | i | i | i | i | i | 0 | -5
Cc1cc(F)ccc1NC(=O)CCCN(C)S(=O)(=O)c1ccc(F)cc1 | 0 | -9 | -6 | i | i | i | i | i | i | -9 | 2
Cc1[nH]c2ccccc2c1C(=O)COC(=O)c1c(-c2ccccc2Cl)noc1C | -1 | -20 | 16 | i | i | i | i | i | i | -3 | -1
O=C(NCC1COc2ccccc2O1)C1C2C=CC3(CN(Cc4cccs4)C(=O)C13)O2 (configuration not stated) | 6 | -9 | 0 | i | i | i | i | i | i | -3 | 3
CN1CCN(c2nc3c(c(=O)n(C)c(=O)n3C)n2Cc2ccc(F)cc2)CC1 | 0 | -3 | -5 | i | i | i | i | i | i | -5 | 0
CCN(CC)CCN1C(=O)C(=O)/C(=C(/O)c2ccc(S(=O)(=O)N3CCOCC3)cc2)C1c1ccccc1 (configuration not stated) | -26 | -4 | 0 | i | i | i | i | i | i | -3 | 0
CNC(=S)Nc1cccc(Cl)c1C | -1 | -19 | -2 | i | i | i | i | i | i | 1 | -2
Cc1ccc(-n2c(N)c(C(=O)NCc3ccco3)sc2=S)cc1 | 0 | -5 | 7 | i | i | i | i | i | i | 3 | 4
COc1cccc(/C=N/NC(=O)CN(CCc2ccccc2)S(=O)(=O)c2ccc(NC(C)=O)cc2)c1 | 0 | -10 | 12 | i | i | i | i | i | i | 3 | -1
Cc1cccc(N(CC(=O)NCc2ccco2)C(=O)CCC(=O)Nc2nccs2)c1C | -1 | -6 | -4 | i | i | i | i | i | i | 5 | -3
Nc1ccc(S(=O)(=O)NC2=NCCCCC2)cc1 | -1 | -5 | -4 | i | i | i | i | i | i | -2 | -1
O=C1c2oc3ccc(F)cc3c(=O)c2C(c2ccccc2)N1CC1CCCO1 (configuration not stated) | 0 | -8 | -1 | i | i | i | i | i | i | 0 | -1
Cc1cc(=O)n2[nH]c(CCC(=O)O)nc2n1 | -1 | -5 | 0 | i | i | i | i | i | i | -1 | -3
CC1CCc2cc(F)ccc2N1C(=O)CSc1nnc2c(n1)[nH]c1ccc(F)cc12 (configuration not stated) | 2 | -5 | -3 | i | i | i | i | i | i | 0 | -5
Cc1cc(C)cc(NC(=O)C2CCCN2S(=O)(=O)c2ccc3c(c2)n(C)c(=O)c(=O)n3C)c1 (configuration not stated) | 2 | -7 | 6 | i | i | i | i | i | i | 5 | -3
COc1cc(OC)c(C2C3=C(CCCC3=O)Nc3nc4ccccc4n32)cc1OC (configuration not stated) | 3 | -10 | 3 | i | i | i | i | i | i | 8 | -5
Clc1ccc(CN2CCCCCC2)cc1 | -4 | 0 | 2 | i | i | i | i | i | i | 4 | nt
CCOc1ccc(/C=C(/NC(=O)c2ccc(Cl)cc2)C(=O)O)cc1OCC | 4 | -12 | -5 | i | i | i | i | i | i | -3 | -2
Cc1ccccc1NC(NC(=O)c1cccnc1)C(Cl)(Cl)Cl (configuration not stated) | 1 | -8 | 10 | i | i | i | i | i | i | -3 | -2
COc1ccc(Cl)cc1NC(=O)Nc1ccc(C(=O)N2CCCC2)cc1 | 1 | -12 | 4 | i | i | i | i | i | i | -5 | 0
